# Screening data (PubChem BioAssay)
# uPA surface inh = blocks generation of uPA at the cell surface. Potency, µM (doses to about 38.3 µM), without a hit: at the top dose activity change, negative = inhibition, actives largely listed as inhibitors. cell surface uPA generation assay, qHTS. 330,000 tested, 0.31% active. AID 540303; active = well fitted inhibition curve with a large enough effect; inconclusive = small, poorly fitted or top-dose-only effect; inactive = no such curve, though single readings can be large or run the other way; tested in mouse RAW 264.7 cells; note: potency is the fitted concentration of half-maximal effect; % is set by controls: 0 for no effect and ±100 for the full control effect; nearly all actives have a fitted effect of over 55% in size
# ELG1 genotoxic = genotoxicity induction in ELG1-luciferase HEK293T cells; AID 504466; HEK293T ELG1-luciferase reporter, luminescence, 16 h; 330,000 tested, 1.3% active; Potency, µM (top dose mostly 46 µM), for the others: at the top dose activity change, positive = activation, most hits filed as activators; note: potency is the fitted concentration of half-maximal effect; % of control where 0% means no effect; nearly all actives have a fitted effect of over 60% in size
#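 Reporter readout depends on ELG1 protein level, which increases with genetic stress. After 16 hr compound exposure at 37 °C, luciferase activity was quantified using ONE-Glo.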
# FBPA coupling cs = inhibits coupling enzyme system, counter-screen for aldolase hits; coupling enzyme system counterscreen, AmpLite Red fluorescence; activity change, negative = inhibition, % at 58.2 µM, hits read low; 290,000 tested, 0.67% active; AID 2472; in the data active = activity change below about -30%; note: % is set by controls: 0 for no effect and ±100 for the full control effect
#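 Counterscreen of the coupled detection system alone, without aldolase: glyceraldehyde-3-phosphate coupling enzymes plus AmpLite Red readout. Compounds at 57.5 uM final, 10 min RT preincubation, 20 min RT reaction, fluorescence 525/598 nm.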
# KCNH2 3.1 inh = blocks the human KCNH2 3.1 channel isoform; AID 720553; activity change, % (tested at about 1.8 µM); U2OS KCNH2 3.1, thallium flux FluxOr; hits give low values; 340,000 tested, 0.95% active;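 active = maximum activity change below -70%; inconclusive = maximum activity change from -70% to -50%; inactive = maximum activity change above -50%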;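 note: thallium influx rate constant from kinetic fluorescence after stimulation buffer; % is set by controls: 0 for no effect and ±100 for the full control effect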
#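 FluxOr-based Tl+ influx in U2OS cells transduced with KCNH2 3.1 virus; rate constants normalized to DMSO controls.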
# Tb PFK block = inhibitors of T. brucei phosphofructokinase. O15648. T. brucei PFK, ADP-Glo luminescence. Potency, µM (top dose mostly 57.5 µM), inactives show top-dose activity, negative = inhibition, usual class: inhibitors. 330,000 tested, 0.17% active;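 note: potency is the fitted concentration of half-maximal effect; 0% = uninhibited 1x PFK enzyme wells and -100% = no-enzyme wells; nearly all actives have a fitted effect of over 60% in size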
# Target sequence (O15648 whole entry, looked up): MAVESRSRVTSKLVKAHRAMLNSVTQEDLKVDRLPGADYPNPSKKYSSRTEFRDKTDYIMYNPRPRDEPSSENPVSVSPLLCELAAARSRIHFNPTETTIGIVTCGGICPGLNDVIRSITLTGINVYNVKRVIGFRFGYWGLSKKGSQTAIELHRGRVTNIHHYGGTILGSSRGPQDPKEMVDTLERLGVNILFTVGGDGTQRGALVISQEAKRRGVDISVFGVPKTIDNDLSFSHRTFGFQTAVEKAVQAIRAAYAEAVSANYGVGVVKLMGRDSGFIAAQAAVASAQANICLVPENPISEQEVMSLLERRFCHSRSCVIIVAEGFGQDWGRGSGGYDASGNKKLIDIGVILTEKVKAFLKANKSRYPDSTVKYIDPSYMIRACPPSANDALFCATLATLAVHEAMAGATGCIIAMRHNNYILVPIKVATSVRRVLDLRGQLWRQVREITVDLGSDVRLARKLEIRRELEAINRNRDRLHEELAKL
#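 1.25 nM PFK with 0.5 mM F6P and 0.1 mM ATP in 0.1 M TEA pH 8.0, 5 mM MgCl2, incubated 45 min at room temperature; ADP measured by ADP-Glo luminescence; compounds titrated up to 57 uM.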
# RORgamma inh = ROR gamma (mouse) transcription inhibition | Drosophila S2 Gal4-RORgamma UAS-luciferase reporter, 20 h | P51450 | 310,000 tested, 5.4% active | AID 2551 | Potency, µM (highest dose often 53.6 µM), inactives show top-dose activity change, negative = inhibition, actives largely listed as inhibitors; note: potency is the fitted concentration of half-maximal effect; % is set by controls: 0 for no effect and ±100 for the full control effect; nearly all actives have a fitted effect of over 60% in size
#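 Compounds are pin-transferred onto Drosophila Schneider cells expressing a copper-inducible Gal4–ROR gamma transactivation domain fusion. After 1 hr, copper sulfate is added to 700 uM final; luciferase is read 20 hr later.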
# Rab9 promoter act = Rab9 promoter activation; Huh7 Rab9 promoter-luciferase reporter, luminescence, 24 h; AID 485297; 320,000 tested, 2.8% active; Potency, µM (doses to about 9.22 µM), for inactives: top-dose activation, negative = inhibition, hits mostly activators; note: potency is the fitted concentration of half-maximal effect; % of control where 0% means no effect; nearly all actives have a fitted effect of over 60% in size
#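 Stable Rab9-luc Huh7, 1500 cells/well, 2 h settle; cmpd in DMSO, 24 h, 37 °C/5% CO2; luciferase reagent 10 min RT; luminescence.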
# Giardia kill = Giardia lamblia killing | Giardia lamblia trophozoite viability | activity change, % at 7.66 µM, hits read low | 340,000 tested, 0.15% active | AID 540267; in the data active = activity change below about -80%; inconclusive = between about -30% and that limit;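 note: parasites exposed to compound for two days anaerobically before the ATP read; % is set by controls: 0 for no effect and ±100 for the full control effect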
#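 Anaerobic 48 hrs incubation at 37 deg C of 100 trophozoites/well with test compounds; ATPLite 1-Step luminescence, 15-30 min RT, reports cellular ATP as viability.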
# NPC1 prom act = activators of NPC1 promoter; Potency, µM (doses to about 9.22 µM), for the others: top-dose activation, most hits filed as activators; 320,000 tested, 2.4% active; AID 485313; Huh7 NPC1 promoter luciferase reporter, 24 h;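 note: potency is the fitted concentration of half-maximal effect; % of control where 0% means no effect; nearly all actives have a fitted effect of over 60% in size; reporter is driven by a mutant NPC1 promoter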
#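 Luminescence from an NPC1 promoter-driven luciferase reporter in stably transfected Huh7 cells was measured after 24 h compound treatment at 37 °C, followed by 10 min ambient incubation with luciferase detection reagent.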
# FLuc counter = inhibits or activates purified firefly luciferase, miR-21 counter-screen; P08659; purified FLuc, Km substrates, luminescence inhibition; Potency, µM (top dose mostly 57.5 µM), for the others: at the top dose activity change, negative = inhibition, actives largely listed as inhibitors; 360,000 tested, 6.9% active;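 note: potency is the fitted concentration of half-maximal effect; plate controls were vehicle for no effect and reference inhibitor for full effect; nearly all actives have a fitted effect of over 55% in size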
# Target sequence (P08659 whole entry, looked up): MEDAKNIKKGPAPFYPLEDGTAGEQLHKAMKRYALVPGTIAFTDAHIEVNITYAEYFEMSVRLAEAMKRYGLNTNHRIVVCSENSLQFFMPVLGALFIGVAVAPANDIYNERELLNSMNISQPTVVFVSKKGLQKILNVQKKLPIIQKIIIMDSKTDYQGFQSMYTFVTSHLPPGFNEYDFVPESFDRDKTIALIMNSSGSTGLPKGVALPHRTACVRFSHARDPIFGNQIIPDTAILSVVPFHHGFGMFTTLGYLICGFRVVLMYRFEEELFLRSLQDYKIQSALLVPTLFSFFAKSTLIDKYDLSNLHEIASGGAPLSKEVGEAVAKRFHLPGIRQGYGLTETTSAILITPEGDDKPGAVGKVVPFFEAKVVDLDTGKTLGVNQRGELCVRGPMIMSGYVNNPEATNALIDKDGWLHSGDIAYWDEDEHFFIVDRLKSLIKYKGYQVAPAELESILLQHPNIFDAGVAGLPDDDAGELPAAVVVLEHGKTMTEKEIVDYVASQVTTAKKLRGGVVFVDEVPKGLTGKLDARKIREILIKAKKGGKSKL
#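 Biochemical qHTS of compounds, final roughly 60 µM downward over six points, against 10 nM purified firefly luciferase using Km concentrations of substrates (10 uM D-luciferin, 10 uM ATP) in Tris acetate pH 7.5 buffer; luminescence output.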
# VP16 counter = counter-screen for ROR gamma inhibitors: Gal4-VP16 reporter | Potency, µM (doses to about 53.6 µM), for inactives: at the top dose activity, negative = inhibition, usual class: inhibitors | AID 2546 | Drosophila S2 Gal4-VP16 UAS-luciferase, luminescence, 20 h | 310,000 tested, 3.5% active;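 note: Gal4-VP16 expression switched on by copper sulfate through the metallothionein promoter; potency is the fitted concentration of half-maximal effect; % is set by controls: 0 for no effect and ±100 for the full control effect; nearly all actives have a fitted effect of over 50% in size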
# Starred values were filed as active, the others as inactive; ? = inconclusive; / = not tested or not shown; & = joins results of further samples; [ ] = remark or other dose. Unless noted, calls come from the whole dose curve; as a rule, active = well fitted curve in the direction sought with a large enough effect; inconclusive = small, poorly fitted or top-dose-only effect, or another doubt; inactive = no such curve, though single readings can be large; an effect the other way counts as inactive or inconclusive.
no.	Molecule	uPA surface inh	ELG1 genotoxic	FBPA coupling cs	KCNH2 3.1 inh	Tb PFK block	RORgamma inh
1	CCN(CC)CC(O)Cn1c(C)c(-c2ccccc2)c2cc([N+](=O)[O-])ccc21 (stereo not given)	2%	-3%	-1	-26	0%	?
2	O=C(COc1ncnc2ccccc12)Nc1cccc(S(=O)(=O)N2CCOCC2)c1	-4%	1%	1	-20	0%	34%
3	O=C(CC1C(=O)NCCN1C(=O)c1ccc([N+](=O)[O-])cc1)Nc1cccc(Cl)c1 (stereo not given)	1%	4%	/	-15	2%	-1%
4	O=C(NNC(=O)C1CC1)c1cc(Cl)nc2ccccc12	1%	-1%	/	3	-20%	-8%
5	COC(=O)CCC(=O)N1CCCC(CNS(=O)(=O)c2ccc(OC)cc2)C1 (stereo not given)	4%	1%	6	1	-4%	-12%
6	CCOC(=O)c1cc(CC)sc1NC(=O)CC1SC(N)=NC1=O (stereo not given)	-2%	0%	1	18	5%	20%
7	CCCCSc1nnc(-c2ccccc2N)c(=O)[nH]1	3%	6%	5	0	3%	?
8	O=C(CN1c2cccc3cccc(c23)S1(=O)=O)Nc1c(F)c(F)c(F)c(F)c1F	-4%	0%	/	-25	2%	/
9	O=C(N[C@@H](Cc1ccc(O)cc1)C(=O)O)c1ccc(C(F)(F)F)cc1	4%	6%	8	-1	-6%	?
10	CCCc1nc(SCC(=O)c2ccccc2)c2c(=O)n(C)c(=O)n(C)c2n1	?	-41%[inhibitor]	-14	25	13%	?
11	NS(=O)(=O)c1ccc(NC(=O)Cn2nc(C(=O)O)c3ccccc3c2=O)cc1	0%	-4%	0	-11	-10%	29%
12	O=Cc1cn(CC(=O)N2CCc3ccccc32)c2ccccc12	-1%	-7%	8	-7	3%	2%

no.	Rab9 promoter act	Giardia kill	NPC1 prom act	FLuc counter	VP16 counter
1	-2%	40[activator]	-8%	-1%	-20%
2	-1%	16	1%	4%	4%
3	2%	2	0%	4%	-9%
4	-3%	-5	2%	4%	-2%
5	-5%	9	-4%	0%	1%
6	-5%	1	0%	-2%	-8%
7	-9%	8	-1%	?	-2%
8	/	4	/	/	/
9	-2%	13	-4%	-18%	-24%
10	-1%	-8	-2%	9%	4%
11	-3%	0	-1%	-1%	7%
12	2%	12	0%	0%	-3%

# Further compounds:
no.	Molecule	uPA surface inh	ELG1 genotoxic	FBPA coupling cs	KCNH2 3.1 inh	Tb PFK block	RORgamma inh
13	CN(C(=O)/C=C/c1ccc([N+](=O)[O-])s1)c1ccccc1	?	2%	2	-6	-3%	?
14	O=C(c1c[nH]c2ccccc12)N1CCN(Cc2ccccc2)CC1	-1%	-5%	-2	3	-4%	43%
15	Cc1ccc(NS(=O)(=O)c2ccc(CCC(=O)NCc3ccccn3)cc2)cc1	0%	0%	1	7	-13%	-9%
16	CCCCCC(=O)Nc1ccc(-c2cn3cccnc3n2)cc1	1%	?	-1	11	-6%	-1%
17	CNC(=S)N1CCN(C(c2ccccc2)c2ccccc2)CC1	-2%	0%	1	3	0%	-41%
18	CC(C)=NOc1nc(N(C)C)nc(N(C)C)n1	3%	-1%	1	-12	-3%	-25%
19	c1ccc(-c2cc(N3CCCCCC3)n[nH]2)cc1	/	16µM*	-9	-13	-2%	1%
20	COCCNC(=S)N1CCN(S(=O)(=O)c2ccc(Cl)s2)CC1	-9%	4%	/	0	1%	0%
21	Cc1ccc(-n2nc3c(Cl)nnc(C)c3c2C)cc1	-1%	3%	4	-7	0%	-4%
22	CC1(C)CC(=O)c2c(Cc3ccccc3)noc2C1	8%	-1%	-2	5	-6%	?
23	FC(F)(F)c1ccc(/C=N/NC(=S)NC2CCCCC2)cc1	5%	2%	0	-4	6%	0.63µM*
24	CCOc1ccccc1NC(=O)COC(=O)CC(C)(C)CC1=NS(=O)(=O)c2ccccc2N1	-14%	-8%	/	17	0%	-4%

no.	Rab9 promoter act	Giardia kill	NPC1 prom act	FLuc counter	VP16 counter
13	-18%	?	-12%	-7%	?
14	4%	6	-3%	21µM*	-6%
15	-4%	-13	-5%	0%	-11%
16	?	4	17%	?	1%
17	0%	-10	-5%	0%	-7%
18	-12%	5	0%	-1%	5%
19	?	21	?	21µM*	20%
20	6%	19	-1%	3%	-9%
21	-5%	2	2%	3%	7%
22	1%	12	-5%	-17%	-17%
23	6%	-18	0%	-1%	4.5µM*
24	-6%	17	-8%	-2%&-15%	1%

# Going on with the list:
no.	Molecule	uPA surface inh	ELG1 genotoxic	FBPA coupling cs	KCNH2 3.1 inh	Tb PFK block	RORgamma inh
25	COc1ccccc1/C=C1\SC(=S)N(CC(=O)Nc2nnc(C)s2)C1=O	/	4%	-2	/	6%	?
26	CCOc1ccc(C(=O)NCc2ccc3c(c2)OCO3)cc1	2%	7%	2	4	1%	6%
27	CCOc1ccc(OCC)c(NC(=O)Nc2ccc3c(c2)N(C)C(=O)CS3)c1	-21%	-39%[inhibitor]	-5	0	0%	?
28	CC(C)(C)C1CCc2onc(C(=O)NC3CCCC3)c2C1 (stereo not given)	/	-1%	2	-19	7%	39%
29	O=C(Nc1ccccn1)Nc1cccs1	-8%	?	-4	0	8%	22%
30	O=C([C@@H]1Cc2ccccc2CN1)N1CCN(Cc2ccccc2)CC1	7%	1%	2	18	2%	9%
31	CCC(=O)NC(c1cccs1)c1cc(Cl)c2cccnc2c1O (stereo not given)	7.1µM*	-1%	6	-1	0%	23%
32	CC(C)(C)N1NC(=O)Nc2ccccc2C1=O	3%	-4%	0	-9	-1%	12%
33	COCC(=O)NCCc1nc2ccccc2[nH]1	-7%	1%	-2	-7	-1%	1%
34	CC(C)c1ccccc1NC(=O)COC(=O)C1(C)CC1(Cl)Cl (stereo not given)	2%	-5%	-4	8	-3%	28%
35	CSc1ccccc1C(=O)C1CCCN(S(=O)(=O)N(C)C)C1 (stereo not given)	-2%	-4%	3	3	-3%	25%
36	CCn1cc(C(=O)N2CCCC2)c(=O)c2cc(S(=O)(=O)N3CC(C)CC(C)C3)ccc21 (stereo not given)	-5%	0%	1	-6	0%	10%

no.	Rab9 promoter act	Giardia kill	NPC1 prom act	FLuc counter	VP16 counter
25	0%	/	7%	-13%	?
26	-3%	-3	0%	-9%	2%
27	0%	13	1%	-6%	10%
28	-5%	11	1%	3%	8%
29	30%	7	?	?	10µM*
30	-5%	15	-2%	0%	-2%
31	-2%	-2	-4%	0%	-9%
32	-3%	-5	-3%	0%	0%
33	1%	7	1%	5%	1%
34	-5%	15	-3%	2%	0%
35	-7%	-8	-1%	-2%	-6%
36	-4%	2	1%	0%	-11%

# Complete entries as entered above. Screens in order: uPA surface inh | ELG1 genotoxic | FBPA coupling cs | KCNH2 3.1 inh | Tb PFK block | RORgamma inh | Rab9 promoter act | Giardia kill | NPC1 prom act | FLuc counter | VP16 counter
# Results for CC(C)(C)N1NC(=O)Nc2ccccc2C1=O → 3% | -4% | 0 | -9 | -1% | 12% | -3% | -5 | -3% | 0% | 0%
# Results for CN(C(=O)/C=C/c1ccc([N+](=O)[O-])s1)c1ccccc1 → ? | 2% | 2 | -6 | -3% | ? | -18% | ? | -12% | -7% | ?

# Next section:
no.	Molecule	uPA surface inh	ELG1 genotoxic	FBPA coupling cs	KCNH2 3.1 inh	Tb PFK block	RORgamma inh
37	CCC/C(=N\NC(=O)c1ccc(OC)c(OC)c1)c1ccccc1	4%	1%	0	-6	1%	-11%
38	CC(C)c1nc2sc3c(c2c(=O)n1N)CC(C)(C)OC3	-5%	-6%	2	9	-2%	?
39	O=[N+]([O-])c1c(C(Cl)Cl)nn(-c2ccc(Cl)cc2)c1N1CCCCC1	3%	2%	0	-5	0%	?
40	c1cc(-c2nnc3n2CCC3)[nH]n1	10%	1%	0	10	0%	?
41	COc1ccccc1NC(=O)COC(=O)c1ccc2c(c1)OCCO2	3%	8%	/	-1	4%	/

no.	Rab9 promoter act	Giardia kill	NPC1 prom act	FLuc counter	VP16 counter
37	1%	10	-7%	-3%	6%
38	0%	13	-3%	1%	12%
39	-3%	-25	0%	4%	?
40	-4%	17	-3%	-1%	0%
41	-5%	8	1%	-12%	/

# Some of these compounds in order of the Rab9 promoter act value, smallest number first:
no.	SMILES	uPA surface inh	Tb PFK block	RORgamma inh	Rab9 promoter act	NPC1 prom act
10	CCCc1nc(SCC(=O)c2ccccc2)c2c(=O)n(C)c(=O)n(C)c2n1	?	13%	?	-1%	-2%
33	COCC(=O)NCCc1nc2ccccc2[nH]1	-7%	-1%	1%	1%	1%
29	O=C(Nc1ccccn1)Nc1cccs1	-8%	8%	22%	30%	?
